Source: PubChem
Lipid storage S3 = qHTS Assay for Lipid Storage Modulators in Drosophila S3 Cells; lipid storage change, negative = inhibition, % at the top dose, mostly 46.1 µM; hits show Potency in µM; AID 2685; hit rate 0.64% among 320,000; Drosophila S3 cells, BODIPY lipid droplet fluorescence, 18-24 h; cells fed with added oleic acid; active = well fitted inhibition curve with a large enough effect in the signal ratio, with a control signal flat, not every such curve was filed as active; inconclusive = small, poorly fitted or top-dose-only effect, or effect the other way, or a change in a side signal; the % refers to the signal ratio
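Laser-scanning cytometry quantifies lipid droplet accumulation (500–530 nm total intensity; droplet/cell object ratio) in oleic acid-fed (400 uM added) Drosophila S3 cells treated with a concentration series. 20 uM Triacsin C defined 100% inhibition.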
Lipid storage S3 cell count max = further read-out of Lipid storage S3, marked with its call; cell number change, %; measured here: cell count max response;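 cells counted by Cell Tracker Red CMTPX staining in the red channel; peak over a dose series mostly up to 46.1 µM; percent activity relative to internal control wells on each plate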
* = called active by the depositor; i = inactive; ? = inconclusive; / = no result given. % is set by controls: 0 for no effect and ±100 for the full control effect; potency is the fitted concentration of half-maximal effect. This is a subset; the hit share may differ from the screen's.

SMILES | Lipid storage S3 | Lipid storage S3 cell count max
Cc1cc(C)nc(SCc2nnc(SCC(=O)Nc3ncc(C)s3)n2Cc2ccco2)n1 | -14% | -11
Cc1occc1-c1nnc(SCCCC(=O)c2ccc(F)cc2)n1C | ? | /
COc1ccc(C(=O)OC(C)CN2CCOCC2)cc1OC (stereo not given) | ? | /
CCOc1c(C)cnc2c1c(=O)n(Cc1ccccc1Cl)c(=O)n2C | ? | /
N#Cc1ccsc1NC(=O)COC(=O)c1ccc(NC(N)=O)cc1 | 14% | -5
CN1CCN(CCC(=O)Nc2ccccc2)CC1 | ? | /
O=C(NCC1CCCO1)c1ccccc1 (stereo not given) | 2% | 7
CC(Oc1ccc(-c2ccccc2)c(F)c1)c1ccn(S(=O)(=O)c2cccc3ccccc23)n1 (stereo not given) | 2% | /
O=[N+]([O-])c1ccc(Cl)c(-c2ccc(/C=N/c3c(-c4ccco4)nc4ccccn34)o2)c1 | 17% | 12
COc1ccc(CN2CCCC(CO)(Cc3ccc(F)cc3)C2)c(OC)c1OC (stereo not given) | 19% | 13
COCCN(C(=O)c1c(C)noc1C)c1c(N)n(CC(C)C)c(=O)[nH]c1=O | 5% | 3
COc1ccc(C2C(C(=O)c3ccco3)=C(O)C(=O)N2CCc2ccccc2)cc1OC (stereo not given) | 8% | 15
O=C(NN1C(=O)c2ccc3c4c(ccc(c24)C1=O)CC3)c1ccc(Br)cc1 | 3% | 24
COc1cccc(C2c3[nH]c4ccccc4c3C[C@H]3C(=O)N(c4ccccc4C(=O)N4CCC[C@H]4C(=O)O)C(=O)N23)c1 (stereo not given in full) | ? | /
Cc1ccc(Nc2ncnc(-n3cccc3)n2)cc1Cl | 16% | 14
CC(NC(=O)C(=O)NCCc1c[nH]c2ccccc12)c1ccccc1 (stereo not given) | 8% | 9
COC(=O)C1=C(C)N(c2ccccc2)C(=S)NC1c1ccccc1C(F)(F)F (stereo not given) | ? | /
O=C(NCCCN1CCCCC1)c1ccc2c(c1)NC(=O)C(N1CCOCC1)S2 (stereo not given) | -12% | -3
Cc1cc(OCC(=O)NCc2ccccn2)cc(C)c1Br | ? | /
O=C(NCc1ccco1)c1cccc(S(=O)(=O)N2CCCCC2)c1 | -5% | -16
CCOc1cccc(=O)c2c(C)n(CC(=O)c3ccccc3)c(C)c12 | 18% | /
Cn1nccc1/C=N\NC(=O)c1ccc(Cl)cc1 | ? | /
O=c1c2cc(Cl)ccc2[nH]c(=S)n1Cc1ccco1 | i | /
COc1ccc(CCNC(=O)c2n[nH]c3ccccc23)cc1 | ? | /
COc1ccccc1C(=O)COC(=O)c1ccccc1O | ? | /

Arranged by value in Lipid storage S3 cell count max (falling): 4 from the list above.
SMILES | Lipid storage S3 | Lipid storage S3 cell count max
COc1ccc(CN2CCCC(CO)(Cc3ccc(F)cc3)C2)c(OC)c1OC (stereo not given) | 19% | 13
O=[N+]([O-])c1ccc(Cl)c(-c2ccc(/C=N/c3c(-c4ccco4)nc4ccccn34)o2)c1 | 17% | 12
COCCN(C(=O)c1c(C)noc1C)c1c(N)n(CC(C)C)c(=O)[nH]c1=O | 5% | 3
O=C(NCc1ccco1)c1cccc(S(=O)(=O)N2CCCCC2)c1 | -5% | -16

The results go on:
SMILES | Lipid storage S3 | Lipid storage S3 cell count max
Cc1ccc2[nH]c(C(=O)N/N=C/c3ccc([N+](=O)[O-])cc3)c(C)c2c1 | ? | /
COc1cnn(-c2ccc(F)cc2)c(=O)c1Br | ? | /
Cn1cc(C(=O)O)c(-c2ccc3c(c2)OCCCO3)n1 | -18% | -10
CN(C)S(=O)(=O)c1cccc(NC(=O)COC(=O)c2cc3ccccc3oc2=O)c1 | -7% | -3
COc1cccc(NC(=O)CN(C)CC(=O)Nc2ccc(Cl)cc2[N+](=O)[O-])c1 | ? | /
N/C(Cc1ccc([N+](=O)[O-])cc1)=N\OC(=O)c1ccc(Br)cc1 | 8.2µM* | 0.4*
CC(C)c1ccc(NC2CCCN(C(=O)CCc3cn[nH]c3)C2)cc1 (stereo not given) | ? | /
CC(=O)c1ccc(S(=O)(=O)N(C)CCCC(=O)NCc2ccc3c(c2)OCO3)cc1 | ? | /
CCc1ccc(NC(=O)C2(c3ccccc3)CC2(Cl)Cl)cc1 (stereo not given) | -13% | -8
COc1ccc(CNC(=O)CNS(=O)(=O)c2cccc(C#N)c2)cc1OC | 9% | 1
Cc1cc(Oc2cc(NN3CCCCC3)c([N+](=O)[O-])cc2[N+](=O)[O-])c(C(=O)c2ccccc2)cc1Cl | ? | /
CCC(=O)N(CCC(c1ccco1)C(C)C)Cc1ccccc1 (stereo not given) | -6% | -19
COC(=O)Nc1ccc(S(=O)(=O)N2CCCC(C(=O)N3CCCCCC3)C2)cc1 (stereo not given) | -5% | 5
O=C(COC(=O)C1CC2C=CC1C2)NCc1ccco1 (stereo not given) | ? | /
O=S(=O)(c1ccc(OCC(O)CN2CCN(c3ccc(F)cc3)CC2)cc1)N1CCOCC1 (stereo not given) | 6% | -1
CCc1ccc(CN(C)C(=O)c2cccc(S(=O)(=O)Nc3ccccc3OC)c2)cc1 | ? | /
O=C(O)CCC1COc2ccccc2O1 (stereo not given) | ? | /
O=C(Cn1cccc(C(F)(F)F)c1=O)c1ccc(Cl)cc1 | -2% | /
CCc1ccc(-c2cc3c(=O)n(CC(=O)NCCN4CCCCC4C)nc(C)n3n2)cc1 (stereo not given) | ? | /
COc1ccc(-c2nnn(CCC(=O)O)n2)cc1 | ? | /
COc1cc2c(cc1OC)C(c1cccc([N+](=O)[O-])c1)N(C(=O)c1ccccc1C(=O)O)CC2 (stereo not given) | ? | /
O=[N+]([O-])c1ccc(N2CCCCC2)cc1SCCO | ? | /
Cc1ccc(CCNC(=O)C2CCCN(S(=O)(=O)N3CC(C)CC(C)C3)C2)cc1 (stereo not given) | -23% | -24
CN(C)c1nc(NCc2ccccc2)nc(N/N=C/c2ccccc2F)n1 | 23µM* | /
O=C(Oc1cccc2ccccc12)C1CC1 | i | -9
SMILES | Lipid storage S3 | Lipid storage S3 cell count max
Cn1ccnc1SCC(=O)c1cc2ccccc2o1 | ? | /
CC(=NCc1cccnc1)C1=C(O)c2ccccc2C1=O | 0% | -18
CC(=O)CSc1cc(C)nc2c(-c3ccccc3)c(C)nn12 | ? | /
O=C(NNC(=O)c1ccccc1O)c1cccc(Br)c1 | ? | /
COC(=O)CC1Oc2ccccc2N(Cc2ccccc2)C1=O (stereo not given) | i | /
COc1ccccc1NCC(O)COc1ccc(C(C)(C)C)cc1 (stereo not given) | ? | /
COC(=O)[C@H](C)NC(=O)NCc1ccccc1 | 10% | 6
CC(C)CCNC(=O)CN(Cc1ccco1)C(=O)c1snc(C(N)=O)c1N | 8% | 9
CS(=O)(=O)c1ccc(C(=O)Nc2ccccc2N2CCOCC2)c(Cl)c1 | ? | /
Cc1cc(C)nc(CCNC(=O)C2CCC(=O)N(Cc3ccccc3F)C2)n1 (stereo not given) | 17% | 15
COc1ccc(/C=C/C(O)=C2/C(=O)N(C)C3(C)CC2c2ccccc2O3)cc1 (stereo not given) | 6% | 0
COc1ccc(OC)c(NCc2nnc(-c3ccccc3)o2)c1 | 24% | 1
COc1ccc(-c2cn(CCO)c(-c3ccc(Cl)nc3)n2)cc1 | ? | /
Cc1cccc(NC(=O)NCC(c2ccc(F)cc2)N2CCN(C)CC2)c1 (stereo not given) | i | /
CC(=O)N1c2ccc3ccccc3c2C(C)CC12CCCCC2 (stereo not given) | ? | /
COc1ccccc1-c1nc(C#N)c(N2CCN(c3cccc(Cl)c3)CC2)o1 | i | /
O=C1CCC/C(=N\NC(=O)c2ccc(COc3ccccc3-c3ccccc3)cc2)C1 | ? | /
N#Cc1nccnc1N1CCN(C(=O)Nc2ccccc2)CC1 | 2% | /
Cc1n[nH]c(=O)c2c(NC(=O)CSc3nc4ccccc4c(=O)n3CCCO)oc(C)c12 | ? | /
Oc1ccccc1CNc1cnc2ccccc2c1 | ? | /
CCc1ccc(NC(=O)C(NS(=O)(=O)c2cccc3nsnc23)c2ccccc2)cc1 (stereo not given) | ? | /
COc1ccc(C2CC(c3ccc(Cl)cc3)n3nc(N)nc3N2)cc1 (stereo not given) | ? | /
COc1ccc(C(=O)CSc2nnc3ccc(-c4ccccn4)nn23)cc1 | 0% | 6
O=C(O)c1cc2cc(F)ccc2[nH]1 | ? | 15
COc1ccc(N2CCN(C(=O)CSc3nnc4c5cc(C)ccc5n(C)c4n3)CC2)cc1 | -4% | 16
SMILES | Lipid storage S3 | Lipid storage S3 cell count max
O=C(OCC(=O)c1c[nH]c2ccccc12)c1ccc(Br)o1 | i | /
c1ccc(CCNc2ncnc3ccccc23)cc1 | ? | /
O=C(CCNS(=O)(=O)c1ccccc1C(F)(F)F)NNC(=O)c1csc(N2CCOCC2)n1 | 20% | 20
CCC1Sc2ccc(S(=O)(=O)CCC(=O)Nc3ccc(NC(C)=O)cc3)cc2NC1=O (stereo not given) | i | 20
COc1ccc(N(C(=O)CNC(=O)c2cccs2)C(C(=O)NCC2CCCO2)c2ccccc2)cc1OC (stereo not given) | -10% | 1
CC1CN(C(=O)CN2C(=O)NC3(CCCCCCC3)C2=O)CC(C)O1 (stereo not given) | ? | /
COc1cc(OC)c2c(C)cc(=O)oc2c1 | ? | /
O=C(NCc1nnc(SCC(=O)N2CCCCC2)o1)c1ccc(F)cc1 | 7% | /
Cc1ccc(S(=O)(=O)O/N=C2\CCCc3ccccc32)cc1 | ? | /
CCn1c(SC)nnc1-c1sc2cc(Cl)ccc2c1Cl | 23% | -5
CCc1noc(C)c1C(=O)N1CCCC(N2CCN(c3ccccc3F)CC2)C1 (stereo not given) | ? | /
COc1cccc(OCC(O)CN2CCN(c3ncccn3)CC2)c1 (stereo not given) | ? | /
CC(C)CCN(C(=O)c1ccc(Br)cc1)c1c(N)n(Cc2ccccc2)c(=O)[nH]c1=O | ? | /
COc1cc(C(=O)N(C)Cc2cccc(OC)c2OC)ccc1OCC(=O)Nc1cccc(C(F)(F)F)c1 | ? | /
CC(C)(C)OC(=O)N1CCC(c2c(C(=O)N3CCN(C(=O)c4ccco4)CC3)cnn2-c2cccc(Cl)c2)CC1 | i | -22
CC(=O)c1c(C)[nH]c(C(=O)OCC(=O)c2c(N)n(CC(C)C)c(=O)n(C)c2=O)c1C | ? | /
Cc1cc(C)cc(N2C(N)=NC(N)=NC2c2cccc(Cl)c2)c1 (stereo not given) | 0% | -11
CCOc1cccc(C(=O)NNC(=O)C2C3C=CC(C3)C2C(=O)O)c1 (stereo not given) | 8% | 29
Cc1ccc(Cn2nc(C)c(NC(=O)c3cc(C)no3)c2C)cc1 | 9% | /
C=C(C)CN1C(=O)C(O)(CC(=O)c2ccc3c(c2)OCCO3)c2ccccc21 (stereo not given) | 5% | -1
CC(=O)Nc1ccc(S(=O)(=O)N(C)CC(=O)OCC(=O)N2CCCCC2)cc1 | ? | /
C[N+]12CCC(CC1)C(OC(=O)C(O)(c1ccccc1)c1ccccc1)C2 (stereo not given) | 1% | -4
Clc1ccc(C2CSc3c4ncnc-4ncn32)cc1 (stereo not given) | 14% | -1
COc1ccc2nc(NC(=O)CS(=O)(=O)Cc3ccccc3)sc2c1 | ? | /
NC(=O)CSc1nnc(COc2ccccc2)n1Cc1ccco1 | ? | /

An excerpt of these results, with two lines to a compound:
Order of values – Lipid storage S3	Lipid storage S3 cell count max
- CC(C)(C)OC(=O)N1CCC(c2c(C(=O)N3CCN(C(=O)c4ccco4)CC3)cnn2-c2cccc(Cl)c2)CC1
  i	-22
- COc1ccc(-c2cn(CCO)c(-c3ccc(Cl)nc3)n2)cc1
  ?	/
- O=[N+]([O-])c1ccc(Cl)c(-c2ccc(/C=N/c3c(-c4ccco4)nc4ccccn34)o2)c1
  17%	12
- CCOc1c(C)cnc2c1c(=O)n(Cc1ccccc1Cl)c(=O)n2C
  ?	/
- COc1ccc(C2C(C(=O)c3ccco3)=C(O)C(=O)N2CCc2ccccc2)cc1OC (stereo not given)
  8%	15

Additional compounds follow:
SMILES | Lipid storage S3 | Lipid storage S3 cell count max
CCN1CCN(c2cc(SC(C)C)nc(-c3ccc(OC)cc3)n2)CC1 | ? | /
O=Cc1ccc2c(c1)CCN2Cc1ccccc1 | ? | /
CC(=O)c1ccc(OCC(O)CN2CCN(CCN3C(=O)c4cccc5cccc(c45)C3=O)CC2)cc1 (stereo not given) | 21% | 14
CCCCSc1nc(NCc2ccco2)c2c3c(sc2n1)COC(C)(C)C3 | ? | /
N#Cc1ccc(-c2csc(NNC(=O)c3ccccc3)n2)cc1 | ? | /
Cc1ccc(S(=O)(=O)n2ccc3c(OCCOCCNCc4ccc(F)cc4)cccc32)cc1 | ? | /
O=C(C1CCN(c2ncnc3c2nc2n3CCCCC2)CC1)N1CCCCC1 | ? | /

Molecules above that have a tert-butyl group (2):
SMILES | Lipid storage S3 | Lipid storage S3 cell count max
COc1ccccc1NCC(O)COc1ccc(C(C)(C)C)cc1 (stereo not given) | ? | /
CC(C)(C)OC(=O)N1CCC(c2c(C(=O)N3CCN(C(=O)c4ccco4)CC3)cnn2-c2cccc(Cl)c2)CC1 | i | -22

At a glance, some entries already given.
SMILES | Lipid storage S3 | Lipid storage S3 cell count max
O=Cc1ccc2c(c1)CCN2Cc1ccccc1 | ? | /
CC(=O)c1ccc(OCC(O)CN2CCN(CCN3C(=O)c4cccc5cccc(c45)C3=O)CC2)cc1 (stereo not given) | 21% | 14
CCCCSc1nc(NCc2ccco2)c2c3c(sc2n1)COC(C)(C)C3 | ? | /
N#Cc1ccc(-c2csc(NNC(=O)c3ccccc3)n2)cc1 | ? | /
